FLuc act counter: firefly luciferase counter-screen for stimulation assays; ATPlite luciferase biochemical, luminescence, 10 min; 0 = ATP-free wells, 1 = DMSO control; 200,000 tested, under 10 active; P08659; AID 1027; activation factor at 10 µM;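 active = luciferase activation factor, scaled between plate controls, of at least 2 with compound at 10 µM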
Target sequence (P08659 whole entry, looked up): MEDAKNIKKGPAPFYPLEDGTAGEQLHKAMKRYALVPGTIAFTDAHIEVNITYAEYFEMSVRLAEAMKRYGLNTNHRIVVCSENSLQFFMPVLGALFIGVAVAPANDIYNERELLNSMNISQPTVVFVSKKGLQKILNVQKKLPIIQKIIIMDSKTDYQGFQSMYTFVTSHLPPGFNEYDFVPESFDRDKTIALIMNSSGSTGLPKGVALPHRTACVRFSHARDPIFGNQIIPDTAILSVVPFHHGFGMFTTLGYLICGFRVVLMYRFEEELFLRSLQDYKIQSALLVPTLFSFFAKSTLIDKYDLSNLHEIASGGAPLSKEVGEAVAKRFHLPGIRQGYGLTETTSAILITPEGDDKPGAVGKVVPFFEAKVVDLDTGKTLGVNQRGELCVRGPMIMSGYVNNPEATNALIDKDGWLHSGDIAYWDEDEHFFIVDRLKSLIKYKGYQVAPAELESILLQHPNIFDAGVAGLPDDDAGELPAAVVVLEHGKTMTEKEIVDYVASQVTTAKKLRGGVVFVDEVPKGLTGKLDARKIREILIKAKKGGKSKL
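assay system = Luciferase/luciferin detection reagent, cell-free biochemical luciferase assay | also added = ATP substrate | times = 10 min post-reagent at room temperature | measured by = luminescence from luciferase reaction | measure = luciferase activation, seen as luminescence increase over controls | benchmarks = low control with PBS replacing ATP, high control enzyme plus ATP without compound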
TNAP inh hi DEA: TNAP (human) inhibition, high acceptor; P05186; purified TNAP, CDP-star luminescence, 1 M DEA; inhibition, % at 20 µM; hit rate 0.03% among 200,000; AID 1135;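 active = over 50% inhibition of tissue-nonspecific alkaline phosphatase at 20 µM in the single-dose screen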;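 also: plate controls were DMSO wells for no effect and EDTA-quenched wells as full inhibition for full effect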
Target sequence (P05186 whole entry, looked up): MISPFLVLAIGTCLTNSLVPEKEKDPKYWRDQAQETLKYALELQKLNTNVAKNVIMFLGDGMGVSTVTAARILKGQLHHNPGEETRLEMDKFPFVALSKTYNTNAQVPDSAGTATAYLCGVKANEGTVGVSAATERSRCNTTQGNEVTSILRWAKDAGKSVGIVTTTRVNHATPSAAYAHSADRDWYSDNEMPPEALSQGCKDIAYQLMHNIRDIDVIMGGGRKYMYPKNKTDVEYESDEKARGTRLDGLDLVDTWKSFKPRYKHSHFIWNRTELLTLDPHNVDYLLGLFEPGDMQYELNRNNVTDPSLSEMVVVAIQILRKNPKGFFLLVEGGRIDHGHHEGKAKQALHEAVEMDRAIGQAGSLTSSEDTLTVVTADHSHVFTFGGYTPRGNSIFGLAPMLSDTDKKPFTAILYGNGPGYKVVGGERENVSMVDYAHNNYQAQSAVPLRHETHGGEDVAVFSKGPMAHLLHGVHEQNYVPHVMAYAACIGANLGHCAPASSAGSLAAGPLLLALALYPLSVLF
bIAP inhibitor: intestinal alkaline phosphatase (bovine) inhibition; 190,000 tested, under 10 active; inhibition, % at 20 µM; purified bovine IAP, CDP-star luminescence, 30 min;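 active = over 50% inhibition of intestinal alkaline phosphatase at 20 µM in the single-dose screen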
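Assay system: bovine IAP enzyme; medium: DEA buffer 100 mM, pH 9.8, with MgCl2 1.0 mM, ZnCl2 0.02 mM; doses: 20 µM single dose; incubation: enzyme reaction for 30 min at room temperature; detection: CDP-star luminescence signal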
TNAP act hiacc: TNAP (human) activation, high acceptor; P05186; purified TNAP, CDP-star luminescence, 1 M DEA, 30 min; hits give high values; 0 = EDTA background, 1 = DMSO-only activity; activation factor at 20 µM; 200,000 tested, under 10 active; AID 1136;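 active = activation factor at least 2 at 20 µM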
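Assay system: human TNAP; Input: enzyme diluted 1/800 final; Reagent: CDP-star luminogenic substrate at 100 µM final; Timing: 30 min, room temperature; Signal: luminescence; Evaluation: TNAP activation factor scaled between EDTA and DMSO control wells.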
APP 5UTR inh: APP translation inhibition. SH-SY5Y APP 5'UTR-luciferase reporter, luminescence. inhibition, % at 2 µM. hit rate 0.82% among 190,000;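 active = inhibition above a set limit, derived from the sample mean plus 3 SD, cut at about 45% in these data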; also: values of inactives mirror those of a sister screen read the other way
Lmaj promast: reduces viability of Leishmania major promastigotes; resazurin fluorescence viability; inhibition, % at 10 µM; hit rate 9% among 200,000; AID 1063; in the data active = inhibition above about 50%;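 also: promastigotes grown with compound for 44 hours at 28 °C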
TNAP inh noacc: inhibitors of human TNAP without phosphate acceptor. AID 1012. inhibition, % at 20 µM. P05186. hit rate 0.26% among 200,000. purified TNAP, CDP-star luminescence, 30 min;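 active = tissue-nonspecific alkaline phosphatase inhibition above about 50% at 20 µM in the single-dose screen, limit read from the data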;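 also: 0% = DMSO negative control and 100% = EDTA positive control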
bIAP activator: intestinal alkaline phosphatase (bovine) activation | purified bovine IAP, CDP-star luminescence, 30 min; hits give high values; fold of DMSO-control signal, blank-subtracted | activation factor at 20 µM | hit rate 0.17% among 200,000;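 active = activation factor of 2 or more at 20 µM, a signal rise over negative controls twice the positive control's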
RAM inhibit: blocks the yeast RAM network; S. cerevisiae dse1pr::URA3 reporter, 5-FOA growth OD615, 2 d; analog-sensitive cbk1-as2 kinase mutant strain; AID 868; inhibition, % at 50 µM; hit rate 1.8% among 190,000;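 active = inhibition above a set limit, 3 SD over mean compound inhibition, cut at about 8.4% in these data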;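 also: 0% = DMSO-only wells with no growth and 100% = 10 µM 1-NA-PP1 full growth; inhibition rescues growth on 5-FOA so higher OD means more RAM inhibition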
FLuc inhib CS: counter-screen for luciferase assay inhibitors: firefly luciferase inhibition | P08659 | ATPLite firefly luciferase biochemical luminescence, 10 min | inhibition, % at 10 µM | hit rate 1.5% among 200,000 | AID 1006;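 active = inhibition above about 50% when tested at 10 µM, limit read from the data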
Starred values were filed as active, the others as inactive; nt = not tested or not shown.

SMILES	FLuc act counter	TNAP inh hi DEA	bIAP inhibitor	TNAP act hiacc	APP 5UTR inh	Lmaj promast	TNAP inh noacc	bIAP activator	RAM inhibit	FLuc inhib CS
Cc1csc(NC(=O)CCNC(=O)c2ccc([N+](=O)[O-])cc2)n1	1	-3	26	1	-13	5	-10	0.7	1.8	-2
CN(C)/C=N/c1nc2ncc(-c3ccc(Cl)cc3)c(/N=C/N(C)C)n2n1	1	-4	-12	1	-1	12	-9	1.1	0.0	-4
CCOC(=O)c1cnn(-c2cc(C)nc3c(-c4ccc(Cl)cc4)c(C)nn23)c1N	1	-3	-4	1	-13	1	-5	1	0.6	-4
COc1ccc(OC)c(NC(=O)CSc2nc3c(c(=O)n(C)c(=O)n3C)n2C)c1	1.1	-8	2	1.1	-5	7	-4	1	7.0	-9
CCN1CCN(C(C(=O)NC2CCCC2)c2ccc(Cl)cc2)CC1 (stereo not given)	1.1	-5	-4	1	-9	-1	4	1	0.0	-9
COc1ccc(C2N(c3cc(Cl)ccc3OC)C(=O)C3CCCN32)cc1 (stereo not given)	1	-5	-8	1.1	5	0	-9	1.1	2.0	-2
Cc1nc2ccccc2cc1C(=O)N/N=C/c1ccco1	1	-3	5	1	-17	70*	-12	0.9	0.1	-2
COc1cc(C(=S)N2CCOCC2)ccc1OC(=O)/C=C/c1ccco1	1	-1	0	1	22	9	-207	1	1.2	1
Nn1c(Cc2cccc3ccccc23)n[nH]c1=S	1	-3	39	1	-5	0	14	0.6	0.4	1
CCOc1ccccc1NC(=O)COC(=O)/C=C/c1ccc(OC)c(OC)c1	1	-4	3	1	-4	7	0	1	7.0	-5
N#C/C(=N\Nc1ccccc1[N+](=O)[O-])C(=N)N1CCCCC1	0.2	17	3	0.8	-176	-3	12	1	0.4	82*
COc1ccc(OC)c(C2CC(=O)NC(SC)=C2C#N)c1 (stereo not given)	1	-9	11	1.1	-12	16	-11	0.9	-0.6	-4
CCC(=O)Nc1nnc(-c2ccncc2)s1	1.1	-2	4	1	-10	2	-18	1	-0.5	-6
COc1ccc(S(=O)(=O)N2CC3C4C=CC(C4)C3C2)cc1 (stereo not given)	1.1	-5	-8	1.1	-7	-1	-8	1.1	2.1	-5
COc1cc(/C=C(\C#N)C(=O)Nc2ccc(SC(F)F)cc2)cc(OC)c1OC	1.2	-4	9	1	nt	-3	-2	0.9	4.2	-15
Cc1ccc(-c2cc(-c3ccccc3)c(C#N)c(Br)n2)cc1	1	8	-20	0.9	10	-11	-3	1.2	5.8	-4
[O-][n+]1onc2c1CCc1c-2nn(-c2ccccc2Cl)[n+]1[O-]	1.1	-9	7	1.1	-12	17	-1	0.9	1.1	-9
O=C1NC(=Nc2ccccc2)c2ccc([N+](=O)[O-])cc21	1	-3	2	1	-2	67*	4	1	1.8	-5
CCc1ccc(C(C)NC(=O)/C=C/c2ccc(Br)cc2)cc1 (stereo not given)	1	-4	8	1	-10	-6	-7	0.9	5.1	-4
CC(=O)NC1=NN(C(C)=O)C(C)(CCS(=O)(=O)c2ccc(Br)cc2)S1 (stereo not given)	1	-2	16	1	-24	-3	-2	0.8	0.8	-5
Cc1cc(NC(=O)CSc2nnc(C)c(=O)[nH]2)no1	1	-6	6	1.1	6	-10	-16	0.9	-0.3	-2
CN(CC(=O)Nc1cccc2c1CCCC2)S(=O)(=O)c1ccc(Br)cc1	1.1	-4	8	1	-18	-7	-12	0.9	3.6	-8
O=C(CCN1C(=O)CSC1=O)Nc1ccc(Br)cc1	1	-5	11	1.1	0	-5	-9	0.9	1.0	-4
COc1cc(OC)c(C2=NOC(C(=O)NCc3ccc4c(c3)OCO4)C2)cc1Cl (stereo not given)	1.1	-6	-1	1.1	2	-1	-13	1	4.4	-6
NNC(=O)CNC(c1ccccc1)c1cc(Br)ccc1NC(=O)CCN1CCOCC1 (stereo not given)	1	-3	-6	1	7	-1	-9	1.1	0.7	-2

The list goes on (3 carried over from the part before).
SMILES	FLuc act counter	TNAP inh hi DEA	bIAP inhibitor	TNAP act hiacc	APP 5UTR inh	Lmaj promast	TNAP inh noacc	bIAP activator	RAM inhibit	FLuc inhib CS
O=C(CCN1C(=O)CSC1=O)Nc1ccc(Br)cc1	1	-5	11	1.1	0	-5	-9	0.9	1.0	-4
COc1cc(OC)c(C2=NOC(C(=O)NCc3ccc4c(c3)OCO4)C2)cc1Cl (stereo not given)	1.1	-6	-1	1.1	2	-1	-13	1	4.4	-6
NNC(=O)CNC(c1ccccc1)c1cc(Br)ccc1NC(=O)CCN1CCOCC1 (stereo not given)	1	-3	-6	1	7	-1	-9	1.1	0.7	-2
O=C(NC(=S)Nc1ccc(N2CCOCC2)cc1)c1ccccc1	0.9	-3	-12	1	-43	-4	11	1.1	0.1	9
CCn1cc(C2C(C(=O)Nc3ccc(Br)cn3)=C(C)NC3=C2C(=O)CCC3)c(C)n1 (stereo not given)	1	-4	-2	1	4	-8	-14	1	0.1	-5
Cc1cccc(OCC(=O)Nc2nc3ccc([N+](=O)[O-])cc3s2)c1	1	-1	5	1	3	7	-4	0.9	1.4	-5
Cc1ccc2cc(CN(Cc3ccco3)C(=S)NCC3CCCO3)c(=O)[nH]c2c1 (stereo not given)	1.1	-7	4	1.1	-17	12	-10	1	-0.4	-10
Cc1nn(Cc2ccccc2)c(Cl)c1C(=O)OCC(=O)NC(=O)NC12CC3CC(CC(C3)C1)C2	1	0	17	1	-16	4	4	0.8	3.4	-3
CS(=O)(=O)c1ccc2nc(NC(=O)CN3CCCCCC3)sc2c1	1	-4	-30	1	-8	11	-11	1.3	-0.6	-1
COc1ccccc1NC(=S)N(Cc1ccco1)Cc1cc2cccc(C)c2[nH]c1=O	1	-5	4	1.1	16	100*	-11	1	3.2	-4
COc1nc(Nc2ccc(C(C)C)cc2)nc(OC)n1	0.9	2	7	1	-22	86*	-4	0.9	-2.2	5
COc1ccc(C2=NN(c3ccccc3)C(c3cccs3)C2)cc1 (stereo not given)	0.9	-13	-14	1.1	2	44	-20	1.1	3.7	6
CC(C)N1C(=O)CCC1C(=O)NCCc1ccc(Cl)cc1 (stereo not given)	1.1	-2	nt	1	-6	-5	-7	0.3	3.6	-6
CCN(Cc1nc2ccccc2c(=O)[nH]1)Cc1nc2ccsc2c(=O)[nH]1	1.1	-2	-32	1	24	7	-124	1.3	3.6	-8
O=C(O)c1cc(-c2cccs2)nn1-c1ccc(F)cc1	1.1	-5	-3	1.1	8	-2	-11	1	2.1	-7
Nc1cccc(C(=O)O)c1	1.1	0	11	1	-2	-6	-12	0.9	-0.3	-7
CCc1cc(-c2n[nH]c(C)c2-c2nc3ccccc3s2)c(O)cc1OCC(=O)NN	1	-5	-103	1.1	8	9	-135	2*	5.1	1
CC1CCCCN1S(=O)(=O)c1cn(C)c(=O)n(C)c1=O (stereo not given)	1	-6	-2	1.1	-4	2	-6	1	-0.1	-4
Cc1cc(C(=O)NCCN2CCOCC2)ccc1[N+](=O)[O-]	1.1	-5	8	1.1	8	5	-8	0.9	-0.5	-6
Cc1cccc(-c2cc3nc(C)cc(C)n3n2)c1	0.8	-2	4	1	-142	-5	-4	1	0.5	20
O=C(CNCc1ccco1)Nc1ccccc1-n1cccc1	1	2	1	1	2	-3	-4	1	0.9	0
COc1ccccc1C(=O)NCCC(=O)N1CC(=O)Nc2ccccc21	1.1	-8	2	1.1	-6	1	-4	1	0.9	-5
CCCC(=O)Nc1ccccc1-c1nnc(SC)[nH]c1=O	1.1	-2	9	1	3	-9	-16	0.9	0.2	-7
O=C(COC(=O)c1ccncc1)NCc1ccccc1	1.1	-2	2	1	0	-4	-10	1	-0.7	-5
CCCn1nnnc1SCC(=O)NNC(=O)c1ccco1	1	-1	-17	1	17	-6	-11	1.2	0.4	-3
Nc1cccc(Nc2nc(OC(C(F)(F)F)C(F)(F)F)nc(OC(C(F)(F)F)C(F)(F)F)n2)c1	1.1	-6	2	1.1	-3	22	-4	1	2.8	-9
CCc1ccc2[nH]c(=O)c(CN(Cc3ccc4c(c3)OCO4)C(=O)c3ccco3)cc2c1	1.1	0	-2	1	18	-3	-5	1	1.8	-7
Cc1ccc(Nc2nnc(SCC3CCCCO3)s2)cc1 (stereo not given)	0.9	5	5	0.9	-5	-2	0	0.9	2.9	7
Next section
SMILES	FLuc act counter	TNAP inh hi DEA	bIAP inhibitor	TNAP act hiacc	APP 5UTR inh	Lmaj promast	TNAP inh noacc	bIAP activator	RAM inhibit	FLuc inhib CS
COc1ccc(C(=O)Nc2ccccc2C(=O)NC(C)C)cc1OC	1	-2	9	1	-12	3	-12	0.9	-0.6	4
CC(=O)NCc1nc2ccccc2n1Cc1ccccc1C	1.1	-3	1	1	0	-2	-1	1	1.3	-8
COc1ccc(NC(=O)C(NC(=O)CC2NC(=O)NC2=O)c2ccccc2)cc1 (stereo not given)	1	4	23	1	-6	-4	-8	0.8	4.4	3
CC(C)(C)C(=O)NCC12C=CC(O1)C1C(=O)N(c3ccccc3)C(=O)C12 (stereo not given)	1	0	5	1	6	-3	-8	1	-1.0	-4
Cc1cc2cc(CN(Cc3cccs3)C(=S)NCC3CCCO3)c(=O)[nH]c2cc1C (stereo not given)	1.1	-6	15	1.1	-6	96*	-14	0.9	2.6	-8
COc1ccc(N2CCn3c2nc2c3c(=O)n(CCCc3ccccc3)c(=O)n2C)cc1	1	-8	5	1.1	nt	nt	-14	1	nt	-4
O=C(NC1CC2CCC(C1)N2C(=O)NCc1ccccc1)C1CC1 (stereo not given)	1.1	-6	10	1.1	10	-7	-14	0.9	-0.8	-6
O=C(NCCCO)/C(=C\c1ccco1)NC(=O)c1ccc(Br)o1	1.1	-1	-40	1	-7	-4	-6	1.4	-0.3	-6
O=c1[nH]ncn1-c1ccccc1	1.1	-4	5	1	4	-6	-6	0.9	1.0	-7
Cc1nc(SCC(=O)Nn2c(-c3ccccc3)nc3ccccc3c2=O)n[nH]1	1	-6	-11	1.1	-5	-7	-2	1.1	1.2	-4
CN(Cc1ccccc1)c1oc(COc2ccccc2F)nc1C#N	1	-1	21	1	nt	3	-15	0.8	4.3	0
CCOc1ccc(NC(=O)CN(C)CC(=O)NC(C)c2ccccc2)cc1OCC (stereo not given)	1.1	-2	-8	1	-2	-1	-8	1.1	1.7	-7
O=c1c(Cc2c(F)cccc2Cl)c(O)ccn1Cc1ccc2c(c1)OCO2	1.1	-5	0	1	-2	7	1	1	4.1	-9
CC(=O)c1c(N)n(C)c(=O)n(C)c1=O	1.1	-6	6	1.1	-8	-9	-12	0.9	-0.3	-6
CCOc1cc(C2C3=C(CC(C)(C)CC3=O)Nc3n[nH]c(C)c32)ccc1O (stereo not given)	1.1	-2	-2	1	0	-6	-12	1	-0.5	-6
CCCC(=O)Nc1cccc(NC(=O)CN2CCN(c3ccccc3OC)CC2)c1	1	-6	-14	1.1	-23	31	-7	1.1	0.1	-4
FC(F)(F)c1cccc(Cn2c3[n+](c4ccc(C(F)(F)F)cc42)CCCCC3)c1	1	-8	14	1.1	9	-5	-10	0.9	-1.6	-5
Cc1c(Cl)cccc1N1C(=O)C2ON(c3ccccc3)C(c3cccnc3)C2C1=O (stereo not given)	1	-4	-4	1	-7	-5	-5	1	0.0	-4
